# Source: PubChem (National Center for Advancing Translational Sciences (NCATS))
# Glioma ERSR ind: inducers of ER stress response in human glioma cells | Potency, µM, inactives show top-dose activation, usual class: activators | U87-MG GRP78 promoter luciferase reporter, 16 h | 420,000 compounds, 0.02% hits; also: potency is read from the fitted curve at half-maximal effect; series mostly up to about 76 µM; % of control where 0% means no effect; nearly all actives have a fitted effect of over 35% in size
#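 ERSR induction read as luciferase luminescence (Bright-Glo, 10 min at room temperature) in stably transfected human U87-MG glioma cells exposed to compounds for 16 h, using GRP78 as sensor.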
# LDHA block: blocks human lactate dehydrogenase A; AID 1347041; P00338; activity change, % (values are at about 110 or 230 µM); 480,000 compounds, 0.15% hits; purified LDHA, NADH/diaphorase-resazurin fluorescence; stronger effect = lower value; in the data active = activity change below about -30%; inconclusive = mostly about -25% to -30%;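 also: plate controls were DMSO wells for no effect and wells without enzyme for full effect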
#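 LDH5 2 nM; NADH 0.06 mM, pyruvate 0.2 mM; 200 mM Tris pH 7.4, EDTA, Tween-20; 5 min RT. Detection: diaphorase 0.133 mg/mL + resazurin 37 µM, fluorescence ex540/em590 at 0 and 20 min; normalized to enzyme-free and DMSO wells.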
# ERG Ets-DNA blk: blocks human ERG Ets domain binding to DNA | fluorescence polarization, His-ERG Ets domain / labelled DNA | Potency, µM (highest dose often 76.9 µM), for inactives: at the highest dose FP activity, negative = inhibition, actives largely listed as inhibitors | 370,000 compounds, 0.028% hits | AID 624246; active = well fitted inhibition curve with a large enough effect in the polarisation, with a control signal flat; inconclusive = small, poorly fitted or top-dose-only effect, or effect the other way, or a change in a side signal; inactive = no such curve, though single readings can be large or run the other way; the % refers to the polarisation;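 also: polarization taken with two DNA probes labelled with fluorescein and Texas red; potency is read from the fitted curve at half-maximal effect; % of control where 0% means no effect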
#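 His-tagged ERG Ets domain (1 uM in the protein solution; 300mM KCl, 50mM Tris-HCl, 1mM EDTA, 1mM DTT, pH 7.5) received compound, then a probe mix of 5 nM fluorescein-DNA and 100nM Texas-615-DNA. Fluorescence polarization was read for both dyes.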
# ALOX12 inh: inhibitors of human 12S-lipoxygenase ALOX12; P18054; 580,000 compounds, 1.1% hits; AID 1671190; Potency, µM (doses to about 108 µM), for the others: top-dose activity change, negative = inhibition, usual class: inhibitors; purified 12hLO, xylenol orange hydroperoxide absorbance; also: potency is read from the fitted curve at half-maximal effect; % is scaled to controls: 0 for no effect and ±100 for the full control effect
# Target sequence (P18054 whole entry, looked up): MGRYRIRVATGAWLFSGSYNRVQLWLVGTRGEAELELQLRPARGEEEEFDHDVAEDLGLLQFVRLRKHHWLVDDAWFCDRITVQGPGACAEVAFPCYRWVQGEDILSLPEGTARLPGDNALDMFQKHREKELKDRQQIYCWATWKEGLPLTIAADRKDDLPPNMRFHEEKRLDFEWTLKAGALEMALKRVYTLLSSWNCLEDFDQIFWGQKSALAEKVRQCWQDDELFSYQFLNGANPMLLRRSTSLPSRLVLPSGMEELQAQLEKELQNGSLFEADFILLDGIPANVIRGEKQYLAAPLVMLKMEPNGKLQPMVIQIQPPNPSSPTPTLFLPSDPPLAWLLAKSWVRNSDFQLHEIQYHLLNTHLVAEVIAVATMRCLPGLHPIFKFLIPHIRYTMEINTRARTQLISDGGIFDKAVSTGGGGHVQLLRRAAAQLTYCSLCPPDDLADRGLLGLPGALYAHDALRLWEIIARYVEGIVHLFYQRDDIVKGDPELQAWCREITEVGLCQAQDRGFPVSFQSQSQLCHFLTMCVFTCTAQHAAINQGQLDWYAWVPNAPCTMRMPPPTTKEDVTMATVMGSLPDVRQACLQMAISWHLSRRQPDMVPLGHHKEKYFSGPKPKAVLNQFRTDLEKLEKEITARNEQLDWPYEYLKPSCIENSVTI
#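 Hydroperoxide product was detected by ferrous iron/xylenol orange as the 573 to 405 nm absorbance ratio. Arachidonic acid at 40 uM (final) was turned over for 30 min at room temperature by 150 nM human 12hLO, pH 7.0 Hepes buffer, after 15 min compound preincubation.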
# D2 agonist: D2 dopamine receptor (human) agonism | activation, % at 2 µM | 340,000 compounds, 0.53% hits | P14416 | HEK293 T-REx D2 cells, calcium flux agonist mode | AID 485358;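 active = activation over 3 SD above normal in the single-dose calcium agonist read, cut at about 30% in these data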; also: 0% is about no effect
#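 In this primary screen, compounds producing a positive calcium signal within 180 s of addition to tetracycline-induced, force-coupled HEK293 Trex D2 cells are flagged; cells are dye-loaded with a no-wash calcium kit beforehand.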
# RGS4 inhibitor: inhibitors of human regulator of G protein signaling 4; Potency, µM (highest dose often 114 µM), for the others: top-dose activity change, negative = inhibition, actives largely listed as inhibitors; P49798; 390,000 compounds, 0.039% hits; Transcreener GDP fluorescence polarization, RGS4-accelerated GTP hydrolysis; also: potency is read from the fitted curve at half-maximal effect; % is scaled to controls: 0 for no effect and ±100 for the full control effect; nearly all actives have a fitted effect of over 75% in size; some results filed as inactive show a strong effect at the top dose
#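 MLSMR compounds (23 nl, pin-transferred) preincubated 10 min at room temperature with a 500nM (2x) first reagent, then RGS4 at 900nM (2x) plus Transcreener GDP mix added; fluorescence polarization (620/688 nm) read before and after 90 min at 30 °C.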
# Vif-A3G inh: Vif-A3G binding inhibition | Q9HC16 | HeLa A3G-eYFP + Vif (tagged APOBEC3G with the HIV-1 protein that degrades it), YFP fluorescence, overnight | Potency, µM (highest dose often 46.1 µM), without a hit: top-dose activity, negative = active, actives largely listed as inhibitors | 410,000 compounds, 0.076% hits | AID 602310;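 also: potency is read from the fitted curve at half-maximal effect; % is scaled to controls: 0 for no effect and ±100 for the full control effect; nearly all actives have a fitted effect of over 60% in size; hits raise eYFP signal because A3G escapes Vif-driven loss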
# Target sequence (Q9HC16 whole entry, looked up): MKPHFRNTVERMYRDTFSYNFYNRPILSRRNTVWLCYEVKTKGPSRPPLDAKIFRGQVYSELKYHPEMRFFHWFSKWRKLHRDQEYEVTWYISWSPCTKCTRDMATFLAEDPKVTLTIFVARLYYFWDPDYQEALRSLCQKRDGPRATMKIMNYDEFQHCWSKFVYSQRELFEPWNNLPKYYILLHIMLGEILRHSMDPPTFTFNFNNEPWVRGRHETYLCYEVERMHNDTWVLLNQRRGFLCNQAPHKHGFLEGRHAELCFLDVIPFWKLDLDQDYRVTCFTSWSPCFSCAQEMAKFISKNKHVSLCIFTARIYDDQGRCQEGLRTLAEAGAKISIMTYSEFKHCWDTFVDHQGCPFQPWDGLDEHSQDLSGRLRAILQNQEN
#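 HeLa cells stably expressing Vif and C-terminally eYFP-tagged A3G, seeded overnight at 37 deg C, then exposed to compound by pintool overnight at 37 deg C. Rise in yellow fluorescence (Ex 488/Em 500-530, Acumen) marks blocked Vif-driven A3G degradation.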
# Vif-APOBEC3F blk: blocks the Vif interaction with APOBEC3F; HeLa A3F-eYFP + Vif (tagged APOBEC3F with the HIV-1 protein that degrades it), YFP fluorescence increase; 390,000 compounds, 0.2% hits; Potency, µM (series often up to 46.1 µM), without a hit: at the highest dose activity, negative = active; also: potency is read from the fitted curve at half-maximal effect; % of control where 0% means no effect; nearly all actives have a fitted effect of over 65% in size
#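 HeLa cells stably expressing A3F-eYFP plus Vif, plated and incubated overnight at 37 deg C, then exposed to compounds overnight at 37 deg C. Blocked degradation read as raised yellow fluorescence (Ex 488/Em 500-530).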
# D2 antag: D2 dopamine receptor (human) antagonism | inhibition, % at 10 µM | HEK293 TREx D2 cells, calcium flux, dopamine EC80 | 340,000 compounds, 2% hits | P14416; in the data active = inhibition above about 30%; also: 0% is about no effect
#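 Dopamine at EC80 is the agonist stimulus; test compounds precede it by 180 s. Calcium flux read kinetically in a force-coupled, inducible HEK293 T-REx D2 cell line.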
# An asterisk follows results filed as active; ? = inconclusive; · = no result given; & = joins results of further samples; [ ] = remark or other dose. Unless noted, calls follow the shape of the dose curve; as a rule, active = well fitted curve in the direction sought with a large enough effect; inconclusive = small, poorly fitted or top-dose-only effect, or another doubt; inactive = no such curve, though single readings can be large; an effect the other way counts as inactive or inconclusive. Only part of the results is shown; rates above refer to the full screens.
# Screens in order: Vif-APOBEC3F blk, D2 antag, D2 agonist, RGS4 inhibitor, Glioma ERSR ind, ALOX12 inh, ERG Ets-DNA blk, Vif-A3G inh, LDHA block
CCO/N=C1\C(=O)N(c2ccccc2)c2ccccc21
→ -1%, -3, -5.5, 36%, 10%, 1%, -4%, -1%, -9
COc1cccc(OC)c1OCCNCCO
→ -1%, -9, -0.5, 32%, -3%, 9%, -14%, -13%, 8
CNS(=O)(=O)c1cc(NC(=O)CCNC(=O)c2ccco2)ccc1C
→ -12%, 5, 0.2, -13%, 2%, -15%, -5%, -1%, -11
OCCN1CCN(c2ncnc3c2ncn3[C@H]2CN(Cc3cccs3)C[C@@H](CO)O2)CC1
→ ·, ·, ·, ·, 2%, 1%, ·, 0%, -5
Cc1cc(=O)oc2cc(OCC(=O)N3CCCc4ccccc43)ccc12
→ ·, 19, -0.1, 0%, -7%, 46%&-7%[activator], -6%, -17%, 2&-2
CC(OC(=O)Cc1cccc(C(F)(F)F)c1)C(=O)Nc1ccc(Cl)cn1 (centres undefined)
→ 0%, 7, -1.2, -6%, -3%, -12%, 8%, -2%, -5
C=CCn1c(SCC(=O)c2ccc(OC)cc2)nnc1-c1ccc2c(c1)OCO2
→ -12%, 11, 0.4, -45%, -3%, -20%, 9%, 0%, 0
Cc1cccc2c1CC(C)(C)N=C2C1=C(O)CCCC1=O
→ -2%, -11, 0.4, -21%, -4%, 36%[activator], 0%, -8%, -4
CCC(C)[C@H](NC(=O)Nc1ccc2c(c1)OCCO2)C(=O)OC (some centres undefined)
→ -1%, -13, 0.0, -2%, 4%, 0%, 4%, -4%, -6
CN1CCN(c2ccc(Cl)cc2NC(=O)c2ccc([N+](=O)[O-])cc2)CC1
→ -4%, -2, -0.3, 8%, 0%, -26%, 6%, 3%, 2
O=C(OCc1cccnc1)C1=Cc2ccccc2OC1
→ 6%, 6, 0.3, -1%, 7%, 0%, -29%, -4%, -5
CC1CCC(NC(=O)c2ccc(Br)o2)CC1 (centres undefined)
→ -14%, ·, ·, ·, 4%, 4%, ·, -4%, -4
COc1ccccc1C(=O)Nc1ccc2nc(SCC(=O)N3CCCC3)sc2c1
→ -15%, ·, -1.5, 5%, -2%, -28%, 8%, 0%, -4
COc1ccc(NC(=O)Nc2cccc([N+](=O)[O-])c2)cc1Cl
→ 4%, -5, 2.3, -3%, -1%, -6%, 7%, -5%, -3
COc1cc(SC)ccc1C(=O)NCCN1CCOCC1
→ 0%, -12, 0.0, 18%, -4%, 0%, 9%, 0%, -1
O=C(COc1ccc(Cl)cc1)NCc1ccccc1
→ -6%, -17, 0.1, -4%, -1%, 3%, 1%, 4%, 2
Clc1ccccc1Nc1c2c(nc3ncnn13)CCC2
→ -11%, 18, 0.0, -4%, -5%, 26%, -11%, 0%, 6
CNC(=O)C1CCC(=O)N1Cc1ccc(C)cc1 (centres undefined)
→ 2%, -9, 0.3, -1%, -1%, 0%, -1%, 2%, -5
COc1ccc(OC)c(NC(=O)C2CC(=O)n3ncnc3N2)c1 (centres undefined)
→ 1%, 8, 0.8, 15%, 0%, -13%, 4%, 0%, -15
CC(=O)NC(c1ccccc1)c1nc(-c2cccc(CO)c2)cs1 (centres undefined)
→ ·, ·, ·, ·, -5%, 25%, ·, -1%, -2

# Overlap with the part before: three compounds; new compounds follow.
# Screens in order: Vif-APOBEC3F blk, D2 antag, D2 agonist, RGS4 inhibitor, Glioma ERSR ind, ALOX12 inh, ERG Ets-DNA blk, Vif-A3G inh, LDHA block
CNC(=O)C1CCC(=O)N1Cc1ccc(C)cc1 (centres undefined)
→ 2%, -9, 0.3, -1%, -1%, 0%, -1%, 2%, -5
COc1ccc(OC)c(NC(=O)C2CC(=O)n3ncnc3N2)c1 (centres undefined)
→ 1%, 8, 0.8, 15%, 0%, -13%, 4%, 0%, -15
CC(=O)NC(c1ccccc1)c1nc(-c2cccc(CO)c2)cs1 (centres undefined)
→ ·, ·, ·, ·, -5%, 25%, ·, -1%, -2
O=[N+]([O-])c1cc(C(F)(F)F)cc([N+](=O)[O-])c1NCCCN1CCOCC1
→ -3%, -5, 1.8, -17%, -5%, -20%, 1%, 0%, 7
CC1(C(=O)NS(=O)(=O)Cc2cccc(Cl)c2)CCN1C(=O)Cc1ccc(-c2ccccc2)cc1 (centres undefined)
→ ·, ·, ·, ·, 2%, -20%, ·, -17%, 1
COCCCNc1nc2ccccc2nc1NS(=O)(=O)c1cc(Cl)ccc1Cl
→ -3%, 3, -0.7, 1%, -4%, 40µM*, -1%, -10%, -13
COc1cc(-c2cc(C(=O)OCC(=O)Nc3ccc4c(c3)OCO4)c3ccccc3n2)cc(OC)c1OC
→ 5%, -1, -1.9, -10%, -2%, 1%, -4%, 4%, 0
CN1CCN(C(=S)NC(=O)c2ccc(S(=O)(=O)N3CCOCC3)cc2)CC1
→ 8%, 2, 0.3, -19%, -4%, ?, 2%, 0%, -6
CCN(CC)S(=O)(=O)c1ccc(/C=C/C(=O)Nc2ccc(F)c(F)c2F)cc1
→ -1%, -5, -0.3, 22%, 2%, -3%, 7%, 2%, -3
O=C(Nc1nccs1)c1cc2cc(Cl)ccc2oc1=O
→ 0%, -10, 0.8, 2%, 1%, 1%, -6%, 2%, 1
O=C(NCCc1ccccn1)C1CCCN(S(=O)(=O)Cc2ccccc2)C1 (centres undefined)
→ -2%, 9, 0.6, -10%, -4%, 0%[57.4 µM], -3%, 3%, -6
O=C(Nc1ccc(Cl)cn1)c1cnn2cccnc12
→ -2%, 16, 0.3, -40%, 1%, 31%[activator], -6%, -1%, -8
CC1(C)CC(=O)C(C=NCCN2CCN(C(=S)Nc3ccccc3)CC2)=C(O)C1
→ 1%, -6, 0.1, -5%, -5%, 13%, -5%, -3%, -4
Cc1ccc2c(C)c(C(=O)N3CCC(O)(c4ccccc4)CC3)oc2c1C
→ 1%, -13, -0.1, -22%, -1%, ?, 8%, 0%, -3
Cc1ccc(CN2CCN(C(=O)c3ccco3)CC2)cc1
→ 0%, 82*, 66*, 6%, 6%, 2%, -1%, -2%, -3
CCOc1nc(NC(C)C)nc(NC(C)C)n1
→ 2%, -10, 0.0, -3%, -3%, -18%, 4%, 0%, -6
CCc1ccccc1NC(=O)C1CCCN1S(=O)(=O)c1ccc2c(c1)n(C)c(=O)c(=O)n2C (centres undefined)
→ -18%, 6, 0.4, 5%, 0%, 0%, -7%, 5%, -5
COc1ccc(CNC(=O)CSc2ncc3c(n2)-c2cc(Cl)ccc2N(C)S3(=O)=O)cc1
→ 0%, ·, -0.3, 0%, -4%, ?, -5%, 0%, -2
COc1ccc(-c2nc3ccc(C(=O)NCc4ccccc4)cc3nc2-c2ccc(OC)cc2)cc1
→ -4%, ·, 0.3, 27%, -1%, -28%, -8%, 1%, -8
Cc1ccc(Cn2cnc3c(cnn3-c3ccc(F)cc3)c2=O)cc1
→ 0%, -3, 1.1, -6%, -4%, -2%, -4%, 7%, -4
COc1cc(C(=O)OCC(=O)c2c(N)n(C)c(=O)n(C)c2=O)ccc1OCCC(C)C
→ 14%, -10, 1.1, 19%, -2%, -6%, -4%, -3%, -10
O=C(CN(C(=O)CCC(=O)Nc1nccs1)c1ccc2c(c1)OCO2)NCc1ccccc1
→ 2%, 28, -0.5, 2%, -3%, -26%, -6%, -3%, 2
COc1nccc(C(F)(F)F)c1C(=O)Nc1ccc(Cl)cc1
→ 0%, 2, 0.2, -31%, -6%, 0%, -16%, -6%, -4

# Next part; the last 2 above are carried over.
# Screens in order: Vif-APOBEC3F blk, D2 antag, D2 agonist, RGS4 inhibitor, Glioma ERSR ind, ALOX12 inh, ERG Ets-DNA blk, Vif-A3G inh, LDHA block
O=C(CN(C(=O)CCC(=O)Nc1nccs1)c1ccc2c(c1)OCO2)NCc1ccccc1
→ 2%, 28, -0.5, 2%, -3%, -26%, -6%, -3%, 2
COc1nccc(C(F)(F)F)c1C(=O)Nc1ccc(Cl)cc1
→ 0%, 2, 0.2, -31%, -6%, 0%, -16%, -6%, -4
CCCCN(C(=S)NC(=O)c1ccccc1)c1c(N)n(Cc2ccccc2)c(=O)[nH]c1=O
→ 0%, -6, -1.0, 24%[11.4 µM], -5%, 3%, 2%, 6%, -17
O=C(CN1CCN(Cc2ccccc2Cl)C1=O)NCc1ccccc1Cl
→ 1%, ·, -2.1, 10%, 0%, 0%, 10%, 1%, -5
CCOC(=O)c1sc(-c2ccc(Cl)cc2)nc1O
→ -8%, -1, -0.8, -16%, -3%, 99%[activator], -11%, 0%, -3
Cc1ccc(C(=O)NC(=C(Cl)Cl)S(=O)(=O)c2ccc(Cl)cc2)cc1
→ 0%, 21, -1.3, 2%, -13%, ?, 10%, ?, -8
O=C(Cn1nc2sc3ccccc3n2c(=O)c1=O)c1ccc(Cl)cc1
→ -12%, 13, 0.3, -36%, 0%, ·, 24%, -1%, -4
O=C1CN(C(=O)COC(=O)CCC(=O)c2ccc(Cl)cc2)c2ccccc2N1
→ 4%, ·, ·, -7%, -2%, -15%, 2%, 0%, -7
COc1ccc(NC(=O)Nc2cccc3c2O[C@@H](CN(C)CC2CCCCC2)[C@@H](C)CN([C@H](C)CO)C3=O)cc1
→ -5%, ·, ·, -20%, -3%, -18%, -2%, 4%, -5
O=C(CSc1ncnc2ccccc12)Nc1ccc2c(c1)OCO2
→ 1%, 9, 0.3, -12%, 0%, 12%[57.4 µM], 17%, -4%, -7
